Assay outcomes: PubChem, several laboratories
aSyn UTR inh – 5' untranslated region of α-synuclein, MLPCN primary screen; alpha-synuclein 5'UTR reporter, inhibitor activity; inhibition, % (tested at 7.5 µM); 300,000 tested, 0.82% active; in the data active = inhibition above about 60%;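 note: H4 neuroglioblastoma cells stably carrying SNCA 5'UTR luciferase fusion; 0% = DMSO wells and 100% = positive control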
AI-2 QS modul – modulates the Vibrio harveyi AI-2 quorum sensing system | Vibrio harveyi JMH597 AI-2 luminescence/OD600 ratio, 9 h; active compounds read low; strain lacks LuxN and CqsS sensors; 0 = neutral-control median | activity change, % at 7.5 µM | 300,000 tested, 0.4% active | AID 2094; in the data active = activity change below about -75%, passing the limit was not always enough;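 note: luminescence divided by OD600 gain over 9 h not by final OD600 alone; inactives centre near 13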
GSK3beta inhib – human GSK3beta kinase inhibition. AID 2097. P49841. 300,000 tested, 0.038% active. activity score (negative = inhibition), % at 10 µM. GST-GSK3beta kinase, ADP-Glo luminescence, 60 min; active compounds read low;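 active = more than half of replicate wells score below -50%, meaning over 50% inhibition versus plate controls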;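 note: 0% = median DMSO wells and -100% = median GW8510 positive control wells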
Target sequence (P49841 whole entry, looked up): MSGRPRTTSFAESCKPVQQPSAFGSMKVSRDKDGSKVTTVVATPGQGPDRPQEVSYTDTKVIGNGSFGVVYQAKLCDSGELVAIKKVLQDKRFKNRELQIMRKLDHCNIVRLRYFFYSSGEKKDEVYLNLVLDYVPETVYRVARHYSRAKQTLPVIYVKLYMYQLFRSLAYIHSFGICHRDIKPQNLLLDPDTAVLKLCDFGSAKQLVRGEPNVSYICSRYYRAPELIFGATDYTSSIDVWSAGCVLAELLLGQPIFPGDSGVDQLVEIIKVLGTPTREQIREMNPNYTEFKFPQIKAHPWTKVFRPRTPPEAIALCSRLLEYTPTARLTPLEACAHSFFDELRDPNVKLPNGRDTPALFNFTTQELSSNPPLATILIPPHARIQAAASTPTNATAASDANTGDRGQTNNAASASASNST
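Assay system: GST-tagged human GSK3beta kinase, cell-free; Input: 1.6 ng GSK3beta; Medium: Tris/MgCl2 kinase buffer; Timing: 60 min enzyme reaction, room temperature; Signal: ADP-Glo luminescence quantifying ADP generated by kinase; Evaluation: score relative to plate controls; Benchmarks: DMSO neutral wells and GW8510 at 20 µM as positive.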
HSF1 inhib – HSF1 inhibition. NIH3T3-HGL HSE-luciferase, MG132-induced, luminescence 8 h; active compounds read low. activity change, negative = inhibition, % at 7.5 µM (by protocol). 300,000 tested, 0.77% active. AID 2098;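 active = more than half of replicate wells show activity change below -50%, luminescence cut by over half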;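 note: luciferase reports HSF-1 transcriptional activity via heat shock element; 0% = median of DMSO wells and -100% = zero luminescence signal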
IEC-6 tox – kills IEC-6 intestinal cells in KLF5 counter-screen; IEC-6 cytotoxicity, luminescence viability; inhibition, % at 5 µM; 290,000 tested, 0.78% active; in the data active = inhibition above about 22%;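 note: 0% = plate median of test compound wells and 100% = cytotoxic reference compound wells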
HIF act – HIF pathway transcriptional activation; U2OS HRE-luciferase reporter, luminescence; normalized: DMSO 0%, desferrioxamine 100%; activation, % at 7.5 µM (by protocol); AID 1910; 300,000 tested, 0.32% active;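 active = mean activation of at least 10% of the iron chelator positive control signal, with at least half of replicates also reaching 10%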
KLF5 inh – suppresses KLF5 promoter-driven expression. DLD-1 KLF5 promoter-luciferase reporter, luminescence. inhibition, % at 5 µM. 290,000 tested, 0.23% active;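 active = inhibition above a per-plate limit of that plate's mean compound inhibition plus 3 SD, cut at about 60% in these data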;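 note: 0% = DMSO wells and 100% = LY294002 at 200 µM; higher means less KLF5 promoter-driven luciferase light; inactives centre near -14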
HSF-1 act – increases HSF-1 driven luciferase reporter signal; NIH3T3-HGL HSF-1 luciferase reporter, MG132, 8 h; 100% = twice DMSO control signal; activation, % at 9 µM; 300,000 tested, 1.7% active; AID 504408;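 active = mean replicate activation of at least 50% with a set share of replicates each reaching 50%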;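 note: 0% = median of the neutral control wells and 100% = twice that signal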
HSP90 inh – HSP90 refolding inhibition in rabbit reticulocyte lysate | inhibition, % at 5.6 µM | luciferase refolding luminescence, 3 h | 290,000 tested, 0.91% active;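 active = inhibition above the screen-wide mean plus 3 SD, computed separately per campaign, cut at about 16% in these data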;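 note: 0% = DMSO wells and 100% = 60 µM geldanamycin wells; inhibitors lower the luminescence because luciferase stays unfolded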
GSK3 alpha inh – blocks human GSK-3 alpha kinase. inhibition, % at 10 µM. ADP-Glo luminescence, 60 min. P49840. 320,000 tested, 0.1% active;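 in the data active = inhibition above about 50%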;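 note: GST-tagged GSK-3 alpha with peptide substrate and 25 µM ATP; 0% = DMSO neutral wells and 100% = GW8510 positive control wells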
Target sequence (P49840 whole entry, looked up): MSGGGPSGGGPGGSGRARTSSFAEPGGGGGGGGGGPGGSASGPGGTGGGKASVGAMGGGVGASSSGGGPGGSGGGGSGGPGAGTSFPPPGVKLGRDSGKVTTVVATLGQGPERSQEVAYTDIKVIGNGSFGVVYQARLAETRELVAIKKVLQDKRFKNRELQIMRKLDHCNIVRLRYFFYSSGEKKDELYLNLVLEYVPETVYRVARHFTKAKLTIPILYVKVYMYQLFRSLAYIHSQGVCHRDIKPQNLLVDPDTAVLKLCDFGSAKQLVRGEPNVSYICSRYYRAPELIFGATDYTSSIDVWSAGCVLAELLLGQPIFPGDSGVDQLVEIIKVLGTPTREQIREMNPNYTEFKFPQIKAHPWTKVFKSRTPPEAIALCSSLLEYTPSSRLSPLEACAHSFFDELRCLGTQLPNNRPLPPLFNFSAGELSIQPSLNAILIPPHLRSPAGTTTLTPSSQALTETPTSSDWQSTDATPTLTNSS
* hit, by the source's call; . = not tested or not shown.

SMILES | aSyn UTR inh | AI-2 QS modul | GSK3beta inhib | HSF1 inhib | IEC-6 tox | HIF act | KLF5 inh | HSF-1 act | HSP90 inh | GSK3 alpha inh
C/C(=N\NC(=O)c1ccc(CSc2cccc3cccnc23)cc1)C1CCCCC1 | -17 | 25 | 1 | -1 | 6 | 0.7 | -47 | 2 | -3 | -1
COc1ccc(S(=O)(=O)N2CCOCC2)cc1NC(=O)CSc1cccc[n+]1[O-] | 2 | 25 | 1 | -5 | 1 | -0.6 | 10 | -9 | 0 | -4
COc1ccc(-c2nc(C#N)c(NCCc3ccccc3)o2)cc1 | -146 | 11 | 1 | 19 | 1 | 0.9 | -45 | 34 | -5 | -1
Cc1ccc(CNC(=O)CCC2CCCN(Cc3cccc4c3OCO4)C2)o1 (stereo unspecified) | -3 | 8 | -1 | 4 | -1 | 0.7 | -23 | 0 | -1 | -1
Cn1c(=O)[nH]c(=O)c2c1nc1n2CCN1Cc1ccccc1 | 16 | 39 | -1 | 4 | -1 | -0.2 | -25 | -12 | -1 | -1
CC(=O)c1ccc(NC(=O)C2CCCN2S(=O)(=O)c2ccc(F)cc2)cc1 (stereo unspecified) | 18 | 12 | 1 | 3 | 3 | -0.3 | -51 | 9 | 1 | .
NC(=O)NC(=O)COC(=O)[C@H](Cc1ccccc1)NC(=O)c1cccs1 | 22 | 17 | 4 | 0 | 5 | -0.9 | 3 | -10 | 7 | -2
CNC(=S)NNC(=O)c1cccn(Cc2ccc(Cl)c(Cl)c2)c1=O | 25 | 11 | 3 | 18 | 4 | 0.0 | -4 | 14 | -1 | -1
C/C(=N\O)c1sc(-c2ccccc2)nc1C | -140 | 20 | 1 | 41 | 0 | 1.8 | -173 | 72* | -3 | .
CCOc1ccc(Nc2cc(C)nc3nc(C)nn23)cc1 | 17 | 4 | 1 | -6 | 3 | 0.2 | -5 | 12 | -5 | .

The final 2 records of the part before lead into the next.
SMILES | aSyn UTR inh | AI-2 QS modul | GSK3beta inhib | HSF1 inhib | IEC-6 tox | HIF act | KLF5 inh | HSF-1 act | HSP90 inh | GSK3 alpha inh
C/C(=N\O)c1sc(-c2ccccc2)nc1C | -140 | 20 | 1 | 41 | 0 | 1.8 | -173 | 72* | -3 | .
CCOc1ccc(Nc2cc(C)nc3nc(C)nn23)cc1 | 17 | 4 | 1 | -6 | 3 | 0.2 | -5 | 12 | -5 | .
CCc1nc2ccccc2c(=O)n1NC(=O)c1c(O)c2cccc3c2n(c1=O)CCC3 | 9 | 24 | -1 | 1 | -4 | -0.4 | -28 | 5 | -3 | 3
O=C(COc1cccc2cccnc12)Nc1ccccc1 | -174 | 8 | 4 | 17 | 2 | 2.9 | -57 | 21 | -2 | 1
Cn1c(=O)c2c(n(Cc3ccccc3)c1=O)NC(=O)C2CC(=O)NCc1cccc(Cl)c1 (stereo unspecified) | 35 | -5 | -3 | -1 | 10 | -0.1 | -20 | -18 | 4 | -1
Cc1ccc(SCCC(=O)Nc2cccnc2)cc1 | 5 | 3 | 4 | 0 | 4 | 0.1 | -35 | 13 | 3 | 2
CN(CC(=O)NC1(C)CCS(=O)(=O)C1)S(=O)(=O)c1ccc(Cl)cc1 (stereo unspecified) | 14 | 18 | 4 | -9 | . | 0.2 | . | -3 | . | 0
Cc1cccc(-n2c(=O)c(C#N)cc3c(=O)n4ccccc4nc32)c1 | 3 | 23 | 5 | -5 | -3 | -0.1 | -44 | 0 | 2 | -1
O=C(c1ccc(NC2=NC3CS(=O)(=O)CC3S2)cc1)N1CCc2ccccc2C1 (stereo unspecified) | -26 | 0 | 2 | 4 | -7 | -0.1 | -10 | 29 | -2 | 1
O=C(NCCN1C(=O)S/C(=C\c2cccnc2)C1=O)c1cccc(OC(F)F)c1 | -41 | 22 | 0 | 0 | 3 | -0.4 | 1 | -7 | 5 | -2
O=C(NCc1nc(-c2ccc(C(F)(F)F)cc2)no1)Nc1ccc(F)cc1F | -10 | 18 | 1 | -5 | -6 | -0.2 | -17 | -3 | -9 | 0
CC1CCN(CCCNC(=O)C2CCC(CNS(=O)(=O)c3cccc4nsnc34)CC2)CC1 (stereo unspecified) | -11 | -4 | 0 | -6 | 2 | -0.3 | 1 | -10 | 3 | .
Cc1ccc(N(C)/N=C/c2ccc(Cl)cc2Cl)nn1 | -92 | 11 | -1 | 5 | 3 | -18 | -36 | 21 | -4 | -3
CCOc1cc(-c2noc(CCC(=O)NCC3CCCO3)n2)ccc1OC (stereo unspecified) | 19 | . | . | 0 | 1 | -1.4 | -25 | -6 | 0 | -1
Cc1ccc(NC(=O)CN(C)C(=O)c2ccccc2OCc2c(C)noc2C)cc1 | 4 | 24 | 2 | 2 | . | 0.7 | . | -4 | . | -4
COC(=O)c1ccc(N=Cc2c(C(F)(F)F)[nH]n(C)c2=O)cc1 | -65 | 9 | 1 | -34 | -11 | 0.9 | 13 | -40 | 0 | -4
Cc1[nH]n2c(=O)c3c(nc2c1-c1ccccc1)CCCC3 | 0 | 13 | -3 | 3 | 4 | 0.0 | -6 | 28 | -4 | 1
O=C(C[n+]1ccccc1)Nc1ccccc1C(F)(F)F | 4 | 15 | 0 | 3 | 1 | -1.3 | -34 | 3 | 0 | 0
O=C(NCCN=C1NS(=O)(=O)c2ccccc21)c1ccccc1 | -26 | 3 | 5 | -10 | -8 | -0.2 | -20 | -5 | 4 | 0
Nc1nc(CN2CCN(c3ccccc3F)CC2)nc(N2CCCc3ccccc32)n1 | 12 | 12 | 4 | -13 | -3 | -0.5 | -13 | -13 | 1 | -2
O=C(NCCCN1CCOCC1)c1ccc2c(c1)N(Cc1cccc(F)c1)C(=O)c1ccccc1S2 | 9 | 31 | 2 | 8 | -3 | -0.4 | -29 | 22 | 1 | 0
Cc1cccc(N2C(=O)c3cccnc3C2=O)c1 | -6 | 19 | 4 | -5 | 3 | -0.5 | -21 | -2 | 3 | 0
COc1ccc2c(c1)sc1nc(=O)ccn12 | -6 | 15 | -2 | 0 | 3 | -1.0 | -26 | -2 | -2 | 2
c1ccc(C2c3[nH]c4ccccc4c3CCN2Cc2cccn2-c2ccccn2)nc1 (stereo unspecified) | -24 | 21 | 2 | -4 | 5 | 2.9 | -13 | -20 | 4 | -2
Cc1cc(N2CCC(C(=O)NCC3CC3)CC2)nc(-c2ccccc2)n1 | -3 | 10 | 1 | -2 | -8 | -2.6 | -13 | 5 | 0 | 0
Cc1ccc(NC(=O)/C=C\C(=O)NCC(=O)O)cc1C | 4 | 18 | 3 | -6 | 10 | 0.9 | 0 | 6 | 1 | -1
COc1ccccc1OCC(=O)NNC(=O)c1ccoc1C | -1 | 12 | -1 | -3 | 3 | -0.3 | 2 | -4 | 2 | -1
COc1ccc(C(=O)NN(c2ccccc2)c2ccccc2)cc1 | 8 | 9 | 0 | 0 | 4 | -0.3 | 12 | -9 | 2 | -4
Cn1c(=O)cc(SCC(=O)NCC2CCCO2)c2ccccc21 (stereo unspecified) | -21 | 12 | -2 | 0 | 0 | -0.6 | -5 | 12 | -1 | 2
O=C1c2ccc3c4c(ccc(c24)C(=O)N1c1ccc2ccccc2c1)CC3 | 51 | 7 | -1 | 9 | 2 | -1.9 | -24 | 1 | -2 | -4
COc1ccccc1/C=C1\SC(=O)N(CCC(=O)NCCCn2ccnc2)C1=O | -6 | 8 | 0 | 9 | -5 | 0.8 | -37 | 7 | -3 | -2
COc1cc(/C=C/C(=O)OCC(=O)NC(=O)NC(C)C)ccc1OCC#N | 11 | 8 | -2 | -3 | -5 | -0.1 | -21 | 10 | 6 | -2
O=C(Cc1csc(Nc2nc(=S)[nH]c3ccccc23)n1)NCCCN1CCN(c2cccc(Cl)c2)CC1 | 5 | 20 | -1 | 5 | 10 | -0.1 | 21 | -6 | 2 | -3
O=C(O)CC(c1ccccc1F)N1Cc2ccccc2C1=O (stereo unspecified) | 11 | 14 | -2 | 19 | 0 | 1.1 | -13 | 46 | 0 | -2
NNc1nnc2c3cc(F)ccc3n(Cc3ccccc3)c2n1 | 22 | 31 | 1 | 13 | 2 | 0.0 | -1 | 32 | -2 | -1
COc1ccc(CNS(=O)(=O)CCNC(=O)c2ccc(OC)cc2)cc1 | 2 | 10 | -2 | -4 | . | 0.1 | . | -3 | . | -1
Cc1sc2ncnc(SCC(=O)c3ccc(O)cc3O)c2c1C | -16 | 41 | 5 | 5 | -1 | -0.6 | 1 | 25 | 19* | -1
O=C(COC(=O)Cc1ccc(F)cc1)Nc1cc(S(=O)(=O)N2CCOCC2)ccc1N1CCCC1 | 3 | 19 | 1 | -3 | -3 | -0.6 | -21 | 18 | 1 | -5
CC(=O)Nc1cccc(NC(=O)c2ccc3[nH]c(C)c(C)c3c2)c1 | -107 | . | . | 3 | 4 | 1.8 | -67 | 2 | -1 | -2
O=C(Cn1cccn1)c1ccccc1 | -4 | 17 | -1 | -5 | -1 | -1.0 | 2 | 32 | -2 | -5
O=C1c2cc(O)c(O)cc2S(=O)(=O)C1c1ccccc1 (stereo unspecified) | -5 | 15 | -1 | -32 | . | 0.0 | . | -44 | . | 4
Cc1cccc(OCc2nnc(SCc3cc(=O)n4cc(Br)ccc4n3)o2)c1 | 2 | 9 | -1 | 1 | . | -0.7 | . | 16 | . | 1
C/C(=N\Nc1ccc(F)cc1)c1ccc(N2CCOCC2)c(F)c1 | -3 | 15 | 0 | 5 | -1 | 0.6 | -31 | -6 | -3 | -2
Cc1c(Cl)cccc1NC(=S)NCc1cccs1 | 3 | 5 | 0 | 6 | -1 | -0.1 | -3 | 21 | -2 | -2
COc1ccc2[nH]c3c(=O)n4c(nc3c2c1)SCC4 | -20 | 11 | -1 | 1 | 4 | 0.0 | -37 | 18 | -5 | 3
COc1ccc(CCNC(=O)c2cc(COc3c(C)cccc3C)on2)c(OC)c1 | -91 | 0 | 1 | 18 | 5 | 1.7 | -87 | 56* | 6 | -1
COc1cnc(-c2ccccn2)nc1Oc1ccc(Cl)cc1 | 49 | 69 | -3 | -11 | -1 | -0.3 | -6 | -6 | 0 | -2
O=[N+]([O-])c1ccccc1S(=O)(=O)c1ccccc1[N+](=O)[O-] | -62 | 18 | -2 | -4 | -6 | -0.2 | 15 | 16 | 2 | -1
CC1(c2ccccc2)NC(=O)N(CC(=O)Nc2cc(S(=O)(=O)N3CCOCC3)ccc2Cl)C1=O (stereo unspecified) | 16 | 23 | 0 | -13 | 2 | 0.9 | 17 | 3 | 3 | -3
Cc1ccc(S(=O)(=O)NCC(=O)OCC(=O)c2cccs2)cc1 | 5 | 21 | 4 | -15 | 5 | -0.6 | 3 | -5 | -4 | -1
COc1cccc(NC(=S)N2c3ccccc3CC2C)c1 (stereo unspecified) | -9 | 27 | -1 | 1 | 2 | 1.0 | 4 | 0 | 3 | 1
CCCN1C(=O)c2[nH]nc(-c3cc(Cl)c(C)cc3O)c2C1c1ccc(O)c(OC)c1 (stereo unspecified) | -7 | 24 | -3 | -2 | 2 | -0.3 | 4 | -10 | 0 | 0
